KCNK9 block = blocks the human KCNK9 two-pore domain potassium channel | HEK293 KCNK9, FluxOR thallium flux fluorescence; hits give low values | Q9NPC2 | AID 488922 | actives 1.2% (n = 310,000) | B-score at 10 µM;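 active means ratio B-score over 3 SD below the library mean, with starting fluorescence within 5 SD of its mean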;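 further: negative B-score means less thallium flux so channel inhibition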
Target sequence (Q9NPC2 whole entry, looked up, the tested form may be a part): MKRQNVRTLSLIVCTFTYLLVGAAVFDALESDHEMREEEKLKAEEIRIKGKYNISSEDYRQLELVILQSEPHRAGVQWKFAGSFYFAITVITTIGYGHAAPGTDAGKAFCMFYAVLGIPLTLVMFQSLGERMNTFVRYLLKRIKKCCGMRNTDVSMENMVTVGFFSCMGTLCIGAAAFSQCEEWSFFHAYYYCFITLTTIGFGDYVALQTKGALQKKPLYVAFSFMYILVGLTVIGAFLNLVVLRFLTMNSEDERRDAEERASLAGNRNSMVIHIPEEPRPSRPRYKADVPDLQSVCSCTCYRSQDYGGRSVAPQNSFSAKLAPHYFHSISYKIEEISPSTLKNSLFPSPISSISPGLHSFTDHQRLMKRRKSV
PolyA inhibitor = blocks polyadenylation in yeast reporter cells; S. cerevisiae SKY197-pL101 polyadenylation reporter, beta-gal luminescence; efflux-impaired pdr1/pdr3 knockout yeast; score 100 = 6 SD above DMSO; calls only at 12 µM; actives 0.02% (n = 300,000); AID 1875;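 active means lowest replicate activity score at least 50, where 100 means six control SD above control mean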;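 further: yeast exposed to compound for 9 h at 30 °C; higher score means more reporter readthrough which indicates perturbed polyadenylation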
TRPC4 inh = TRPC4 (mouse) channel inhibition | AID 2247 | actives 0.39% (n = 300,000) | HEK293 TRPC4beta/mu-opioid, DAMGO-evoked Fluo4 calcium flux; hits give low values | B-score at 10 µM;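 active means B-score over 3 SD under the library average, no early fluorescence shift, positive overall ratio signal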
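System: stable TRPC4beta/mu-opioid receptor HEK293 cells; Dosing: single-point compound dosing; Measured by: Fluo4 Ca2+ flux fluorescence; Read-out basis: per-well B score of integrated baseline-normalized Fluo4 ratio.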
TRPC4 agonist = opens the mouse TRPC4 cation channel. HEK293 TRPC4beta/mu-opioid, Fluo4 calcium fluorescence; hits give high values. B-score at 10 µM. actives 0.49% (n = 310,000). AID 2237. Q9QUQ5;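 active means B-score above 5 SD of library B-scores, and initial fluorescence ratio not above library mean plus 5 SD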;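 further: positive B-score marks a calcium rise read as TRPC4 activation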
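system = HEK293 cells stably co-expressing mouse TRPC4beta and mu-opioid receptor | schedule = Fluo4 dye loading 45 min at room temperature, 110 s recording | measure = B-scored integrated calcium fluorescence ratio | signal = Fluo4 calcium-sensitive dye fluorescence, kinetic, 1 Hz baseline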
KCNK3 block = human KCNK3 channel inhibition, primary screen; O14649; CHO-KCNK3 thallium flux, FluxOR fluorescence; hits give low values; B-score at 10 µM; actives 0.84% (n = 340,000); AID 602410;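 active means B-score under library mean minus 4 SD, starting fluorescence ratio at most library mean plus 5 SD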;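 further: more negative B-score means stronger inhibition of thallium flux through KCNK3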
KCNQ1 pot = human KCNQ1 channel potentiation or activation; P51787; CHO-K1 KCNQ1, thallium flux FluxOR fluorescence; hits give high values; B-score at 10 µM; actives 0.35% (n = 310,000); AID 2648;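 active means fluorescence ratio B-score, a plate-corrected score, at least three library SD, with initial intensity B-score within 5 SD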
Target sequence (P51787 whole entry, looked up): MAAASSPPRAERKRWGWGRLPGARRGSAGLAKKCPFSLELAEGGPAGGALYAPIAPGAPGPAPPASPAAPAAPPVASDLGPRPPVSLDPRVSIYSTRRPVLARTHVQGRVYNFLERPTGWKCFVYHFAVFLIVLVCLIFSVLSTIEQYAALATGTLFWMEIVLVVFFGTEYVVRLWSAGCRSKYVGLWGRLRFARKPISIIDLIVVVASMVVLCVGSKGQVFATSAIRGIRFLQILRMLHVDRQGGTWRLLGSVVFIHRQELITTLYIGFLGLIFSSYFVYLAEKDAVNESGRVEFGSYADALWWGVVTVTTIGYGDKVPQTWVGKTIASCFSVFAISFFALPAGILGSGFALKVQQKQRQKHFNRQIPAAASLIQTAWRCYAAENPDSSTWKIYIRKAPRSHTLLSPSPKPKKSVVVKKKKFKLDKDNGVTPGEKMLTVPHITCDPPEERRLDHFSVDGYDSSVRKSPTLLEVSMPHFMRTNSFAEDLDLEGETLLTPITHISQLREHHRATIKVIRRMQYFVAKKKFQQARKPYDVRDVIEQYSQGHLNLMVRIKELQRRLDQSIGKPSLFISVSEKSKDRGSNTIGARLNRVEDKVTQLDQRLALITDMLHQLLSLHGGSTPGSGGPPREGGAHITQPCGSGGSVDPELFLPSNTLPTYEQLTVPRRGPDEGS
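Medium – assay buffer, equal DMSO in all wells · Material – CHO-K1 cell line with stable KCNQ1 potassium channel expression · Signal – kinetic FluxOR thallium fluorescence, 10-s 1-Hz baseline, 110-s post-stimulus read · Compound – single concentration per compound, DMSO matched to controls · Schedule – 37 °C overnight plating, 90-min dark dye load, 20-min compound pretreatment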
KCNQ1 block = human KCNQ1 channel inhibition | P51787 | CHO-K1 KCNQ1, FluxOR thallium flux fluorescence; hits give high values | B-score at 10 µM | actives 1.3% (n = 310,000) | AID 2642;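 active means compounds whose thallium flux B-score, printed positive for inhibition, exceeds three library SD while starting fluorescence stays within three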;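 further: channel opened by potassium depolarization with thallium stimulus after 20 min compound exposure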
TRPC4 PAM = allosterically enhances the mouse TRPC4 cation channel. Q9QUQ5. AID 2227. B-score at 10 µM. actives 0.42% (n = 310,000). HEK293 TRPC4beta/mu-opioid, DAMGO EC20, Fluo-4 Ca2+ flux; hits give high values;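 active means B-score of calcium response area above 5 SD of library B-scores, with initial fluorescence ratio within 5 SD of library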;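 further: B-score of integrated fluorescence ratio over time as area under calcium response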
Dyrk1A ADPGlo = blocks rat Dyrk1A kinase activity | Q63470 | AID 504441 | ADP-Glo luminescence, NFATc1 peptide | inhibition, % at 12.5 µM | actives 0.43% (n = 310,000); in the data active means inhibition above about 50%;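 further: plate controls were vehicle with enzyme for no effect and no enzyme for full effect; many of its hits are not listed in these tables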
hERG rescue = compounds protecting human hERG from proarrhythmic drug block; CHO-hERG, FluxOR thallium flux, dofetilide IC70 present; activation (rescue from dofetilide block), less the hit threshold, % at 10 µM; actives 0.51% (n = 310,000); AID 1511;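 active means activation above the mean of controls blocked by dofetilide plus 5 SD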;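 further: thallium influx through hERG after potassium depolarization seen as dye fluorescence rise; in these data hits start at about 4.7%; inactives centre near -7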
Platelet DG rel = platelet dense granule release activity. inhibition, %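 (compounds screened at 7.5 µM in platelet-rich plasma)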. human platelet-rich plasma, SFLLRN dense granule ATP release, luminescence. AID 1663. actives 0.22% (n = 300,000);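 active means mean replicate score, as percent of positive control, at or above 50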
Starred values were filed as active, the others as inactive; i = inactive; nt = no result given. Some of the compounds tested. The share of hits here may be higher or lower than overall.

Values run as follows: KCNK9 block	hERG rescue	KCNK3 block	Platelet DG rel	PolyA inhibitor	TRPC4 agonist	KCNQ1 pot	Dyrk1A ADPGlo	KCNQ1 block	TRPC4 PAM	TRPC4 inh
CCOc1ccc(N(C(=O)c2cnsn2)C(C(=O)NC2CCCCC2)c2ccncc2)cc1 (configuration not stated)
    i	-6.7	i	2.4	i	i	i	4.9	i	i	i
Cc1cc(-c2n[nH]c(=S)n2/N=C/c2cc([N+](=O)[O-])ccc2Cl)n[nH]1
    i	-11.1	i	3.8	i	i	i	-2.5	i	i	i
Cc1cc(Cl)c2oc(C(=O)N3CCN(c4ccncc4)CC3)c(C)c2c1
    i	-17.4	i	1.0	i	i	i	9.0	i	i	i
[O-]/[N+](=C/c1ccc(F)cc1)c1ccc(Cl)cc1
    i	-7.3	i	57.2*	i	i	i	-0.7	i	i	i
CC(C)(C)NC(=O)C(c1ccc(O)cc1)N(Cc1ccco1)C(=O)Cn1nnc(-c2cccs2)n1 (configuration not stated)
    i	-13.9	i	-5.5	i	i	i	3.5	i	i	i
CNC(=O)c1c(NC(=O)C2=COCCO2)sc2c1CCN(C(=O)OC)C2
    i	-10.8	i	-14.3	i	i	i	3.8	i	i	i
COC(=O)c1c(C(=O)OC)n(CCCN)c2ccc(C)cc12
    i	-8.4	i	-3.3	i	i	i	-2.8	i	i	i
O=C(COC(=O)[C@@H]1CC(O)CN1S(=O)(=O)c1ccccc1[N+](=O)[O-])c1ccccc1 (some centres not stated)
    i	-6.4	i	1.0	i	i	i	-2.3	i	i	i
CC1Cc2cc(/C(O)=C3\C(=O)C(=O)N(CCN4CCOCC4)C3c3ccccc3F)ccc2O1 (configuration not stated)
    i	-1.7	i	5.0	i	i	i	-0.8	i	i	i
COc1cc2ccccc2cc1C(=O)OCC(=O)N(CC(C)C)c1c(N)n(Cc2ccccc2)c(=O)[nH]c1=O
    i	-9.5	i	-9.7	nt	i	i	-1.4	i	i	i
Cc1cc(C)c2cc(CN(Cc3ccc4c(c3)OCO4)Cc3nnnn3Cc3ccco3)c(=O)[nH]c2c1
    i	-14.3	i	-0.1	i	i	i	-5.8	i	i	i
CCN(CC(=O)Nc1c(F)cccc1F)C(=O)c1cc(C)oc1C
    i	-7.4	i	-0.6	i	i	i	10.7	i	i	i
CC(=O)c1ccccc1OCCn1nc(C(=O)O)c2ccccc2c1=O
    i	-9.2	i	19.6	i	i	i	-0.2	i	i	i
COc1ccc(CN2C(=O)[C@H]3Cc4c([nH]c5ccccc45)C(C)(C)N3C2=O)cc1
    i	-9.7	i	0.8	i	i	i	13.0	i	i	i
CCCCC(c1nnnn1CC1CCCO1)N1CCN(c2cccc(C)c2C)CC1 (configuration not stated)
    -7.52*	-10.9	i	-2.1	i	i	i	8.1	i	i	i
COc1ccc(NC(=O)[C@H](CCS(C)(=O)=O)N2Cc3ccccc3C2=O)c(OC)c1
    i	-4.1	i	-20.9	i	i	i	12.9	i	i	i
CCOC(=O)c1sc2nc(C)nc(NCc3ccccc3OC)c2c1C
    i	-6.1	i	-0.8	i	i	i	-4.5	i	i	i
O=C(COc1ccc(Br)cc1)N1CCc2ccccc2C1
    i	-12.2	i	0.6	i	i	i	-3.4	i	i	i
CCCn1c2ccccc2c2nc3ccccc3nc21
    i	-0.6	i	12.4	i	i	i	8.6	i	i	i
CC(=O)CSc1nnc(Cc2ccc3c(c2)OCO3)o1
    i	-8.2	i	-2.9	i	i	i	3.2	i	i	i
N/C(=N\OC(=O)C(c1ccccc1)c1ccccc1)c1ccncc1
    i	-11.8	i	1.0	i	i	i	12.1	i	i	i
Cc1ccc(C)c(NS(=O)(=O)c2ccc3c(c2)NC(=O)CCS3)c1
    i	-2.2	i	18.3	i	i	i	1.3	i	i	i
Cc1ccc(N(Cc2ccccc2)C(=O)c2cccc(S(=O)(=O)N3CCOCC3)c2)cc1
    i	-5.5	i	-2.7	i	i	i	13.1	i	i	i
CC12CCC(=O)N1C(C(=O)Nc1ccc(F)c(F)c1F)CS2 (configuration not stated)
    i	-14.1	i	2.0	i	i	i	13.0	i	i	i
COc1ccc(COC(=O)c2nc3nc(C)cc(C)n3n2)cc1F
    i	-6.8	i	-1.1	i	i	i	-2.4	i	i	i
O=C1c2ccccc2CN1C(CO)c1ccccc1 (configuration not stated)
    i	-3.1	i	-2.6	i	i	i	0.3	i	i	i
COC(=O)C1(C)Nc2ccccc2C(=O)N1c1ccccc1OC (configuration not stated)
    i	-4.5	i	14.9	i	i	i	5.3	i	i	i
O=C(Nc1ccc(-c2nc3ccccc3s2)cc1)C1=COCCO1
    i	-9.4	i	42.7	i	i	i	-4.1	i	i	i
Cc1ccc2nsnc2c1S(=O)(=O)N1CCN(Cc2ccc3c(c2)OCO3)CC1
    i	0.3	i	12.2	i	i	i	nt	i	i	i
Cc1cccc(C)c1NC(=S)NN(Cc1ccccc1)c1ccccc1
    i	-10.6	i	-4.2	i	i	i	-5.6	i	i	i
CCN1CCN(c2nc3ccccc3n3cnnc23)CC1
    i	-9.5	i	0.4	i	i	i	7.3	i	i	i
COC(=O)c1ccc(COc2ccc(/C=N/Nc3cccc(C(=O)O)c3)cc2)cc1
    i	-9.0	i	2.4	i	i	i	-8.2	i	i	i
COc1ccccc1Cn1nc(C(=O)O)c2ccccc2c1=O
    i	-1.6	i	9.9	i	i	i	-0.8	i	i	i
COc1cc(Cl)c(C)cc1NC(=O)CNC(=O)Cn1cnc2ccccc2c1=O
    i	-3.5	i	3.6	i	i	i	4.0	i	i	i
CCC(C)NC(=O)CCn1ccc2cc(S(=O)(=O)N3CCCC3)ccc21 (configuration not stated)
    i	-4.9	i	-2.1	i	i	i	4.5	i	i	i
Cc1nc2ccc([N+](=O)[O-])cc2c(=O)n1Cc1ccc(Br)cc1
    i	-1.4	i	7.7	i	i	i	4.7	i	i	i
CCOC(=O)c1c(NC(=O)c2ccncc2)sc(C)c1C
    i	-18.5	i	-1.0	i	i	i	-1.8	i	i	i
O=C(c1ccccc1)N1CCN(c2ccc([N+](=O)[O-])c(NCC3CCCO3)c2)CC1 (configuration not stated)
    i	-10.0	i	2.1	i	i	i	nt	i	i	i
O=C1C(=O)N(CCN2CCOCC2)C(c2cccnc2)/C1=C(/O)c1ccc(Cl)cc1 (configuration not stated)
    i	5.5*	i	0.4	i	i	i	0.6	i	i	i
C=CCNC(=S)NNC(=O)c1ccc(OCC(C)C)cc1
    i	-2.5	i	7.0	i	i	i	9.8	i	i	i
CN(C(=O)c1ccc(S(=O)(=O)N2CCOCC2)cc1)C1CCS(=O)(=O)C1 (configuration not stated)
    i	-10.0	i	13.8	i	i	i	1.1	i	i	i
COc1ccccc1NC(=O)CSc1nc(=O)n(Cc2ccncc2)c2c1CCCC2
    i	-9.7	i	19.2	i	i	i	-4.4	i	i	i
O=C(c1ccc(Cl)c(S(=O)(=O)N2CCCC2)c1)N1CCN(c2ncccn2)CC1
    i	-6.4	i	3.4	i	i	i	-3.9	i	i	i
O=C(c1ccc(Br)s1)N1CCN(c2ncccn2)CC1
    i	-11.8	i	5.3	i	i	i	4.0	i	i	i
COc1ccccc1/C=N/NC(=O)c1ccc(NC(=O)c2ccccc2Br)cc1
    i	-3.5	i	-7.8	i	i	i	1.0	i	i	i
CCOCCCNC(=O)c1ccc2nc(-c3ccc(OC)c(OC)c3)c(-c3ccc(OC)c(OC)c3)nc2c1
    i	-9.1	i	8.5	i	i	i	-3.9	i	i	i
O=C(O)CSCC(=O)NC1CCCc2ccccc21 (configuration not stated)
    i	-9.5	i	-0.2	i	i	i	-4.9	i	i	i
CC1=CCC2C(=O)N(c3ccc(C)c(Br)c3)C(=O)C2C1 (configuration not stated)
    i	-8.1	i	-2.9	i	i	i	16.4	i	i	i
Cn1nc(-c2ccccc2)cc1NC(=O)Nc1ccc(F)cc1
    i	-9.8	i	6.8	i	i	i	nt	i	i	i
COc1ccc(NC(=O)C2CCN(C(=O)C3CC(=O)N(c4ccc(C)cc4)C3)CC2)c(OC)c1 (configuration not stated)
    i	-7.4	i	-13.4	i	i	i	2.5	i	i	i

More results
Values run as follows: KCNK9 block	hERG rescue	KCNK3 block	Platelet DG rel	PolyA inhibitor	TRPC4 agonist	KCNQ1 pot	Dyrk1A ADPGlo	KCNQ1 block	TRPC4 PAM	TRPC4 inh
CCOc1nnc(C)c2c(C)n(-c3cccc(OC)c3)nc12
    i	-5.8	i	16.7	i	i	i	-2.3	i	i	i
CCOC(=O)c1c(S(=O)(=O)NCC(=O)NCc2ccc(C)cc2)c(C)n(C)c1C
    i	-4.9	i	5.9	i	i	i	-2.3	i	i	i
O=C(CCN1C(=O)CSC1=O)Nc1ccccc1
    i	-7.0	i	-3.5	i	i	i	-5.0	i	i	i
Cn1c(=O)c2c(ncn2CC(O)CO)n(C)c1=O (configuration not stated)
    i	-0.5	i	23.4	i	i	i	7.4	i	i	i
O=C(NCCc1nccs1)C1CCC(=O)N(CCc2ccc(Cl)cc2)C1 (configuration not stated)
    i	-8.9	i	4.3	i	i	i	3.2	i	i	i
O=C(CN1CCOCC1)Nc1ncc(Cc2cccc(Cl)c2)s1
    i	-5.4	i	0.2	i	i	i	0.5	i	i	i
N[C@@H](CO)c1nnc([C@H](CC(=O)O)NC(=O)C2CCNCC2)o1
    i	0.3	i	8.9	i	i	i	-4.7	i	i	i
NC(=O)N/N=C1\c2ccccc2-c2c(C(N)=O)cccc21
    i	-5.1	i	1.8	i	i	i	51.2*	i	i	-5*
Cc1ccc2cc3cc(C(=O)NCc4ccc5c(c4)OCO5)oc3nc2c1
    i	-1.9	i	1.2	i	i	i	7.6	i	i	i
C[C@H]1CNC(=O)C(=O)N1C[C@H](Cc1ccc(O)cc1)NC(=O)CC12CC3CC(CC(C3)C1)C2
    i	-3.8	i	-13.4	i	i	i	8.1	i	i	i
